Cardiac RTF inh: cardiac RTF calcium desensitization; P19429+P45379; IANBD-labeled cardiac RTF, Ca2+ fluorescence; inhibition, % at 7.15 µM; 340,000 compounds, 0.12% hits; AID 493244;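 active = inhibition above the mean inhibition of all tested compounds plus 3 SD, cut at about 17% in these data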;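 note: assay run at fixed EC70 calcium of 1.6 mM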
DAGLB inhibitor: blocks human DAGLB lipase activity | Q8NCG7 | HEK293T DAGLB membrane lysate, EnzChek fluorogenic substrate | inhibition, % at 5.17 µM | 340,000 compounds, 0.059% hits | AID 504411; in the data active = inhibition above about 34%;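 note: 0% = enzyme with vehicle and 100% = wells lacking enzyme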
SR-BI DiI-HDL act: SR-BI HDL lipid transfer activation. CHO ldlA[mSR-BI] cells, DiI-HDL uptake fluorescence, 3 h; 100 = double the neutral-control signal. activation, % at 12.5 µM. 320,000 compounds, 0.096% hits;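 active = mean replicate activation of at least 60% and every replicate at or above 60%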;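 note: 0% = median plate neutral-control signal and 100% = twice that signal; values of inactives mirror those of a sister screen read the other way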
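Assay system: CHO ldlA[mSR-BI] cells, LDL receptor-null, SR-BI overexpressing; medium: Ham's F12 with 0.5% BSA, HEPES 25 mM, pH 7.4; also added: DiI-HDL 10 µg/mL; timing: 3 h uptake period with compound, 37 °C; signal: DiI fluorescence, bottom read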
C-LANA FP: inhibitors of KSHV LANA C-terminal domain DNA binding; MBP-C-LANA/FAM-LBS DNA binding, fluorescence polarization; inhibition, % at 9 µM; 340,000 compounds, 0.078% hits;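 active = highest replicate inhibition at or above 60% at 9 µM, even if other replicates fall short; inactive = all replicates below 60% inhibition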;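 note: 0% = neutral control wells and 100% = 4 µM acridine orange control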
PKA-R2B activ: activators of human PKA-R2B complex | PKA-R2B holoenzyme dissociation, Cy5-IP20 fluorescence polarization; R2B truncated from residue 108, S112A mutant; 0% DMSO only, 100% 113 µM cGMP | activation, % at 11.4 µM | 340,000 compounds, 0.079% hits;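 active = activation above a cutoff set at the mean over all compounds plus 3 SD, cut at about 18% in these data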;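 note: higher means more holoenzyme dissociation and a rise in polarization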
Target sequence (P31323 whole entry, looked up, other chains not shown, the tested form may be a part): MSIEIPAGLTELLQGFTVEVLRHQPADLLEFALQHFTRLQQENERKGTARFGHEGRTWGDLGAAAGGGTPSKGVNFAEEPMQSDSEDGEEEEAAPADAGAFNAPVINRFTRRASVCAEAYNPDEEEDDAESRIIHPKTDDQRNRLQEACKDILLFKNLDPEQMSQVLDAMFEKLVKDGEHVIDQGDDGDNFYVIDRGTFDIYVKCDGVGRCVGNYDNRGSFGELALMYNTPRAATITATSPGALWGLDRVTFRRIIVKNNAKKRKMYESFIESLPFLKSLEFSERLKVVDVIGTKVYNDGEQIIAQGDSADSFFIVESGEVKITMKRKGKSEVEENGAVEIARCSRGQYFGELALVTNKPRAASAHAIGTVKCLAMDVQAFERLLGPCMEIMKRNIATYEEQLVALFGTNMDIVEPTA
Keap1-Nrf2 PPI: Keap1-Nrf2 (human) interaction inhibition | Q14145 | Keap1 Kelch-Nrf2 peptide fluorescence polarization, 1536-well | inhibition, % at 9.4 µM | 340,000 compounds, 0.15% hits | AID 504523; in the data active = inhibition above about 12%;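 note: human Keap1 Kelch domain with fluorescein labeled Nrf2 9mer peptide probe; 0% = neutral control wells and 100% = peptide positive control; higher means more block of Keap1 binding to Nrf2 peptide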
Target sequence (Q14145 whole entry, looked up, the tested form may be a part): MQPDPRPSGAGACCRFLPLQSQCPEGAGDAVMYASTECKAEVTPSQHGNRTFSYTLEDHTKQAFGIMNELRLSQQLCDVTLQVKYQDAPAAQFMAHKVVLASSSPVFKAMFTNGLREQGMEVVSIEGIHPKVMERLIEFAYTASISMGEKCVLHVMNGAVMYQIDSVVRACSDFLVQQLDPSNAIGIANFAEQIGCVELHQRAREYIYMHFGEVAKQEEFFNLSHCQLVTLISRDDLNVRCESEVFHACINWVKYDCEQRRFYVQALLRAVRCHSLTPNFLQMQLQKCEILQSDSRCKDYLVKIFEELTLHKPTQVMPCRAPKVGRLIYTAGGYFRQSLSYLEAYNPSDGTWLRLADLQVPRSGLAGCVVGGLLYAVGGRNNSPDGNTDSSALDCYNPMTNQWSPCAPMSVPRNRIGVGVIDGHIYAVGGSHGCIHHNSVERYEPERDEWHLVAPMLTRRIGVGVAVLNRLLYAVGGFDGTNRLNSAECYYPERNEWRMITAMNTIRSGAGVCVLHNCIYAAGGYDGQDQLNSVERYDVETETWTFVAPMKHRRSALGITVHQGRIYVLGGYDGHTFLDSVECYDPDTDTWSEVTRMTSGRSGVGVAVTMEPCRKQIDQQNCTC
SR-BI HDL uptake: mouse SR-BI HDL lipid transfer inhibition; Q61009; ldlA[mSR-BI] CHO cells, DiI-HDL uptake fluorescence, 3 h; inhibition, % at 12.5 µM; 320,000 compounds, 0.96% hits; AID 488896;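 active = mean replicate inhibition of at least 70% and a set share of replicates each scoring 70 or more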;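 note: 0% = median of neutral control wells and 100% = median of positive control wells; values of inactives mirror those of a sister screen read the other way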
PvdQ acylase: blocks Pseudomonas aeruginosa PvdQ acylase activity | 340,000 compounds, 0.063% hits | purified PvdQ acylase, fluorescence plate reader | inhibition, % at 10 µM; in the data active = inhibition above about 30%, passing the limit was not always enough;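 note: 0% = vehicle neutral wells and 100% = reference inhibitor wells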
Arr AP2 block: inhibitors of human beta-arrestin and AP2 interaction | AID 504490 | 340,000 compounds, 0.31% hits | inhibition, % at 10 µM | FITC-arrestin peptide / GST-AP2 beads, flow cytometry; AP2 beta2 appendage carries R879A mutation;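 active = inhibition above a set limit, near 3 SD of compounds lacking own fluorescence, cut at about 54% in these data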;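 note: plate controls were DMSO wells for no effect and 5 µM unlabelled arrestin peptide for full effect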
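Measured by: flow cytometry, FL1 (488/535 nm); Material: AP2 appendage R879A on GSH beads; Evaluation: percent response; Timing: pre-incubation 12 min, peptide binding 1 h, room temperature; Also added: 50 nM FITC-arrestin peptide; Medium: PBS with 0.05% Tween 20 and 0.1% BSA.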
NSD2 inh: inhibitors of human histone methyltransferase NSD2; O96028; inhibition, % at 12.5 µM; 310,000 compounds, 0.54% hits; NSD2 peptide methylation, AlphaScreen, 120 min; AID 743445; in the data active = inhibition above about 50%
Starred values were filed as active, the others as inactive; nt = not tested or not shown. This is a random part of the collection; 2.1% or so of the library scored in one or more.

SMILES | Cardiac RTF inh | DAGLB inhibitor | SR-BI DiI-HDL act | C-LANA FP | PKA-R2B activ | Keap1-Nrf2 PPI | SR-BI HDL uptake | PvdQ acylase | Arr AP2 block | NSD2 inh
Nc1nc(CN2CCN(c3ccccc3F)CC2)nc(Nc2ccc3c(c2)OCCO3)n1 | -13 | 0 | 4 | 1.2 | 6 | 4 | -4 | 4 | -1 | 0
CCOc1ccccc1N(CC(=O)Nc1cccc2ccccc12)S(C)(=O)=O | -7 | -1 | nt | 0.9 | -1 | -3 | nt | -11 | -4 | -1
O=C(NCCCN1CCCC1)c1cccc(N2CCCC2=O)c1 | 2 | -2 | 6 | 0.0 | 1 | -1 | -6 | -5 | 14 | 0
O=C(NCCCN1CCOCC1)c1cc2c(s1)CSC2 | -4 | -1 | 15 | 1.4 | -11 | -2 | -15 | -8 | 5 | 0
C/C(=N\OCC(=O)OC(C)C(=O)Nc1ccc(C)c(S(=O)(=O)N2CCOCC2)c1)c1ccc2c(c1)OCO2 (stereo not drawn) | -10 | 0 | 12 | -0.2 | -4 | -2 | -12 | -18 | -6 | 2
CCCCC(=O)NC(=O)NC(c1ccccc1)c1ccccc1 | 0 | 0 | 14 | -0.6 | -6 | -1 | -14 | 3 | 14 | -2
O=C(NCCCCc1ccccc1)C1CC(c2cc(C(F)(F)F)cc(C(F)(F)F)c2)=NO1 (stereo not drawn) | -5 | 0 | 46 | 2.0 | -1 | -1 | -46 | 7 | -1 | nt
O=C1SCC(c2ccc(Cl)cc2Cl)=NN1Cc1nnc(-c2ccccc2)o1 | -9 | -7 | -2 | -1.2 | -3 | -5 | 2 | -1 | -23 | -4
COc1cc2cc(c1Cl)N(C)C(=O)CC(OC(=O)C(C)N(C)C(C)=O)C1(C)OC1C(C)C1CC(O)(NC(=O)O1)C(OC)C=CC=C(C)C2 (stereo not drawn) | 0 | -1 | 5 | -1.3 | -9 | -3 | -5 | -5 | -2 | 13
CN1CCN(C(=O)c2cc(Oc3c(F)c(F)c(F)c(F)c3F)cc(C(=O)N3CCN(C)CC3)c2)CC1 | -6 | 0 | 11 | 0.3 | 0 | 2 | -11 | -17 | 1 | 0
O=C(NCc1ncc(C(F)(F)F)cc1Cl)Nc1ccccc1 | -9 | -1 | -10 | -2.4 | -4 | 0 | 10 | 4 | 14 | nt
COc1ccc(-c2nc(N)ncc2-c2ccc(OC)c(OC)c2)c(O)c1 | 3 | 1 | nt | -1.3 | 3 | 0 | nt | -9 | 6 | 24
CSc1cccc(CN2CCC(Oc3cccc(C(=O)N4CCCC4)c3)CC2)c1 | 0 | 0 | -16 | 0.6 | -1 | -2 | 16 | 6 | 29 | 4
Cc1cccc(OCC(O)Cn2c(NCCCOC(C)C)nc3c2c(=O)[nH]c(=O)n3C)c1 (stereo not drawn) | -9 | 0 | 10 | -1.1 | 6 | 0 | -10 | -13 | 1 | 5
Cc1c(NC(=S)NNC(=O)CCC(=O)O)c(=O)n(-c2ccccc2)n1C | -3 | 0 | -3 | 2.1 | 7 | 2 | 3 | -6 | -1 | -3
O=C1CSC(c2ccccc2)N1CCc1ccccc1 (stereo not drawn) | -3 | -4 | -4 | 0.1 | -3 | 0 | 4 | 1 | 22 | nt
Cc1ccc(S(N)(=O)=O)c(C)c1N1CCCC1=O | 4 | 1 | 11 | -1.3 | 6 | -3 | -11 | 5 | 38 | -2
CN1CCN(CCC(=O)N/N=C/C=C2\N(C)c3ccccc3C2(C)C)CC1 | -13 | -3 | 5 | -2.7 | 2 | -14 | -5 | -6 | 11 | 6
CN(C)CCCNC(=O)C1(O)c2cc(Br)ccc2NC(=O)N1c1c(F)cccc1F (stereo not drawn) | -11 | 3 | 27 | -0.7 | 4 | -4 | -27 | -12 | 3 | -1
O=S(=O)(c1cc(C(F)(F)F)ccc1Cl)N1CCN(c2ncnc3ccccc23)CC1 | -10 | -2 | 3 | -1.5 | -1 | 1 | -3 | -10 | 3 | 3
CN(Cc1cccs1)C(=O)CNC(=O)c1ccco1 | 5 | -2 | -1 | -1.2 | -10 | 0 | 1 | -13 | -2 | -3
CCCn1c(N)c(C(=O)CSc2nnc(C)n2Cc2ccccc2)c(=O)n(C)c1=O | 8 | 1 | nt | 1.3 | 2 | -1 | -10 | -5 | 14 | -1
CN(c1ccc(C(=O)Nc2ccccn2)cc1)S(=O)(=O)c1ccccc1 | 5 | 1 | 0 | 3.1 | -2 | -3 | 0 | 9 | 21 | -7
Cc1cc2nnc(SCC(=O)Nc3ccc(Cl)cc3)n2c(N)n1 | 3 | 1 | nt | -1.4 | -8 | -2 | nt | -10 | 1 | 2
O=C(Nc1ccccc1)OC1C2CCC1C(N1CCCCC1)CC2 (stereo not drawn) | -15 | 1 | -21 | -0.9 | -6 | -4 | 21 | 9 | 6 | 1
COc1cccc(NC(=O)N(CCN(C)C)C(C)c2cccnc2)c1 (stereo not drawn) | 4 | 0 | 8 | 23 | -1 | -1 | -8 | -2 | 17 | nt
COc1ccc(/C=C2\S/C(=N/S(=O)(=O)c3cccs3)NC2=O)cc1 | -4 | 8 | 16 | -0.7 | 6 | 2 | -16 | 3 | 28 | 3
CCCC(=O)N1CCc2cc(OC)c(OC)cc2C1c1cc2cc3c(cc2[nH]c1=O)OCO3 (stereo not drawn) | 5 | 1 | -2 | 0.3 | -2 | -1 | 2 | -2 | 2 | -10
O=c1[nH]c(/C=C/c2cccc(Br)c2)nc2ccccc12 | -9 | -7 | -16 | nt | -4 | -2 | 16 | -14 | 23 | nt
CC1(C)NC(=O)N(CC(O)COc2ccc(-c3ccccc3)cc2)C1=O (stereo not drawn) | -5 | -2 | 11 | -2.3 | 0 | 5 | -11 | -12 | -8 | -4

Reprinted from above (3 entries):
SMILES | Cardiac RTF inh | DAGLB inhibitor | SR-BI DiI-HDL act | C-LANA FP | PKA-R2B activ | Keap1-Nrf2 PPI | SR-BI HDL uptake | PvdQ acylase | Arr AP2 block | NSD2 inh
CCCC(=O)N1CCc2cc(OC)c(OC)cc2C1c1cc2cc3c(cc2[nH]c1=O)OCO3 (stereo not drawn) | 5 | 1 | -2 | 0.3 | -2 | -1 | 2 | -2 | 2 | -10
O=c1[nH]c(/C=C/c2cccc(Br)c2)nc2ccccc12 | -9 | -7 | -16 | nt | -4 | -2 | 16 | -14 | 23 | nt
CC1(C)NC(=O)N(CC(O)COc2ccc(-c3ccccc3)cc2)C1=O (stereo not drawn) | -5 | -2 | 11 | -2.3 | 0 | 5 | -11 | -12 | -8 | -4

(cont.)
SMILES | Cardiac RTF inh | DAGLB inhibitor | SR-BI DiI-HDL act | C-LANA FP | PKA-R2B activ | Keap1-Nrf2 PPI | SR-BI HDL uptake | PvdQ acylase | Arr AP2 block | NSD2 inh
CC12CCC(=O)N1c1ccccc1C(=O)N2c1ccccc1 (stereo not drawn) | 0 | 0 | -16 | 1.3 | -7 | -2 | 16 | 6 | 9 | -2
NS(=O)(=O)c1ccc(CCNC(=O)CNCCc2ccc(C(F)(F)F)cc2)cc1 | -2 | -1 | -3 | -2.7 | -12 | 2 | 3 | 11 | 28 | -1
CCCC(=O)OCCNc1cc(Sc2nccn2C)c2nonc2c1[N+](=O)[O-] | -12 | -2 | 18 | -0.9 | -7 | 2 | -18 | -11 | -3 | nt
CC(=O)Nc1ccc(C(=O)COC(=O)CN2C(=O)NC3(CCCCC3C)C2=O)cc1 (stereo not drawn) | -9 | 0 | 18 | 5.2 | -3 | -3 | -18 | 10 | 8 | 0
C=CCn1cc(C(=O)c2cc(Br)ccc2O)cc(C#N)c1=O | 1 | 1 | -18 | 0.2 | 0 | -3 | 18 | -9 | -5 | -4
O=C(O)c1nn(CCOc2ccc(Cl)cc2Cl)c(=O)c2ccccc12 | 0 | 3 | nt | 0.0 | -3 | -2 | nt | -8 | 28 | -2
COc1ccc(C2/C=C\CN(C(=O)Oc3ccccc3)CC(=O)N2Cc2ccc(F)cc2)cc1 (stereo not drawn) | 0 | -5 | 16 | -0.5 | -7 | 3 | -16 | 6 | 19 | nt
O=C(O)C1C2C=CC(C2)C1C(=O)Nc1ccccc1Br (stereo not drawn) | -5 | -1 | 7 | 0.3 | 1 | -1 | -7 | -21 | -15 | 1
O=C(NN=Cc1ccc(O)cc1)C(=O)NN=Cc1ccc(O)cc1 | -5 | 3 | -17 | 0.1 | 5 | -1 | 17 | -9 | -9 | -1
C/C(N)=C(/C#N)C(=O)COC(=O)CCS(=O)(=O)c1ccccc1 | 3 | -1 | 4 | 0.4 | 8 | 5 | -4 | 2 | 22 | 2
Cc1cccc(NC(=S)NC(C)C(c2ccccc2)N2CCN(C)CC2)c1C (stereo not drawn) | 12 | -1 | 17 | 1.6 | -2 | -1 | -17 | -2 | 42 | 10
Cc1nc(SCc2ccccc2C#N)n[nH]1 | -6 | -1 | 5 | -0.1 | -10 | 1 | -5 | 2 | 30 | -3
CCOC(=O)C1=C(CS(=O)(=O)c2ccccc2)NC(=O)NC1c1cccc(OC)c1 (stereo not drawn) | -14 | 2 | 17 | -0.5 | 3 | 0 | -17 | -11 | 6 | 12
Cc1cc(C)c2cc(C#N)c(N3CCCN(C(=O)c4cnccn4)CC3)nc2c1 | -2 | 0 | nt | -0.2 | 8 | -6 | nt | -25 | 7 | 1
COc1cc(C2CC(=O)Oc3ccc(C(C)(C)C)cc32)cc(OC)c1OC (stereo not drawn) | 0 | -4 | 0 | -1.2 | -7 | -1 | 0 | 1 | -7 | nt
COc1ccc(-n2ncc3c2CC(C)(C)CC3NC(=O)c2ccoc2C)cc1 (stereo not drawn) | -7 | -1 | -13 | -1.7 | -8 | -5 | 13 | -15 | -5 | -2
CC1(C)CC(=O)C(C=NCCCN2CCCC2=O)=C(O)C1 | 0 | -1 | 19 | 0.6 | 3 | -2 | -19 | -8 | 2 | -5
COCc1cc(C)n(CC(=O)N2CCCC2)c(=O)c1C#N | 0 | -3 | 11 | 1.5 | -12 | 2 | -11 | -6 | 3 | 0
COc1cc(C(CC(=O)N2CCCC2)c2c(OC)cc(OC)c3ccc(=O)oc23)cc(OC)c1OC (stereo not drawn) | -13 | 2 | -33 | 16 | -21 | -1 | 33 | -1 | 14 | nt
COc1ccc(Cc2nnc(SCC(=O)Nc3nc(C)cs3)o2)cc1 | -2 | 1 | 19 | -0.1 | -4 | -3 | -19 | -12 | 5 | 0
O=C(c1n[nH]c2ccccc12)N1CCOCC1 | -1 | 2 | -10 | 1.7 | -1 | 2 | 10 | -13 | 4 | -2
O=C(NCCS(=O)(=O)N1CCCC1)c1ccccc1 | 2 | 3 | 15 | -2.7 | 3 | -3 | -15 | 2 | -7 | -2
C[C@@H](CSc1ccc(Br)cc1)CN1CC[C@H](C(C)(C)C)CCC1=O | 5 | -17 | -22 | -0.5 | -13 | -6 | 22 | -9 | 9 | nt
CCN(CC)CCn1c(OC)cc(=O)[nH]c1=O | 1 | 2 | -3 | 1.0 | -4 | -6 | 3 | -4 | 32 | 1
C=CCSc1nc(=O)n2cccc(C)c2n1 | -8 | -3 | 15 | -1.4 | 3 | 0 | -15 | -10 | 11 | nt
